# Source: PubChem BioAssay
# APOBEC3G inh – APOBEC3G DNA deaminase inhibitors, primary screen, biochemical, fluorescence, single-stranded DNA substrate, uHTS; DNA dC->dU-editing enzyme APOBEC-3G (Homo sapiens), Q9HC16; recombinant A3G, ssDNA deamination FAM/TAMRA fluorescence; inhibition, % at 20 µM; actives 0.28% (n = 330,000);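 active means inhibition of at least 40% at 20 µM, with no more than 30% in the related APOBEC3A deaminase screen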;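 further: plate controls were DMSO wells with A3G for no effect and wells lacking A3G enzyme for full effect; some compounds called inactive have numbers as strong as hits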
# SENP8 block-1 – human SENP8 protease inhibitors, primary screen, biochemical, fluorescence, Nedd8 protein substrate, uHTS. actives 0.64% (n = 360,000). Sentrin-specific protease 8 (Homo sapiens), Q96LD8. recombinant SENP8. inhibition, % at 20 µM. AID 602440, 2012; in the data active means inhibition mostly above about 40%, no sharp cut-off; inactive means mostly below about 27%
# SENP1 inh – human SENP1 catalytic domain inhibitors, primary screen, biochemical, FRET, uHTS. recombinant SENP1 catalytic domain, CyPet-SUMO1-YPet FRET cleavage. actives 0.21% (n = 360,000). inhibition, % at 10 µM. Sentrin-specific protease 1 (Homo sapiens), Q9P0U3;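 active means inhibition at least 30% at 10 µM, raw YFP signal under a set limit, fluorescence ratio 0.5 to 1.5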;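 further: 0% = enzyme with DMSO and 100% = no enzyme wells; some results filed as inactive read as strong as hits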
#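 Material – human SENP1 catalytic domain · Input – SENP1 enzyme, 20 pM final · Compound dosing – single concentration of 10 µM compound, 0.5% DMSO final · Timing – enzyme reaction for 50 min at room temperature, dark · Measured by – FRET fluorescence in CFP and YFP emission channels · Control set – no-enzyme wells low, DMSO-plus-enzyme wells high control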
# Apaf-1 inh – inhibitors of human Apaf-1 apoptosome, primary screen, biochemical, DEVD-Rh110 fluorescence, uHTS; Apoptotic protease-activating factor 1 (Homo sapiens), O14727; inhibition, % at 20 µM; reconstituted apoptosome caspase-3 activity; actives 0.71% (n = 330,000); active means inhibition of at least 40% at 20 µM;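 further: plate controls were DMSO wells for no effect and DEVD-CHO caspase inhibitor wells for full effect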
# Target sequence (O14727 whole entry, looked up): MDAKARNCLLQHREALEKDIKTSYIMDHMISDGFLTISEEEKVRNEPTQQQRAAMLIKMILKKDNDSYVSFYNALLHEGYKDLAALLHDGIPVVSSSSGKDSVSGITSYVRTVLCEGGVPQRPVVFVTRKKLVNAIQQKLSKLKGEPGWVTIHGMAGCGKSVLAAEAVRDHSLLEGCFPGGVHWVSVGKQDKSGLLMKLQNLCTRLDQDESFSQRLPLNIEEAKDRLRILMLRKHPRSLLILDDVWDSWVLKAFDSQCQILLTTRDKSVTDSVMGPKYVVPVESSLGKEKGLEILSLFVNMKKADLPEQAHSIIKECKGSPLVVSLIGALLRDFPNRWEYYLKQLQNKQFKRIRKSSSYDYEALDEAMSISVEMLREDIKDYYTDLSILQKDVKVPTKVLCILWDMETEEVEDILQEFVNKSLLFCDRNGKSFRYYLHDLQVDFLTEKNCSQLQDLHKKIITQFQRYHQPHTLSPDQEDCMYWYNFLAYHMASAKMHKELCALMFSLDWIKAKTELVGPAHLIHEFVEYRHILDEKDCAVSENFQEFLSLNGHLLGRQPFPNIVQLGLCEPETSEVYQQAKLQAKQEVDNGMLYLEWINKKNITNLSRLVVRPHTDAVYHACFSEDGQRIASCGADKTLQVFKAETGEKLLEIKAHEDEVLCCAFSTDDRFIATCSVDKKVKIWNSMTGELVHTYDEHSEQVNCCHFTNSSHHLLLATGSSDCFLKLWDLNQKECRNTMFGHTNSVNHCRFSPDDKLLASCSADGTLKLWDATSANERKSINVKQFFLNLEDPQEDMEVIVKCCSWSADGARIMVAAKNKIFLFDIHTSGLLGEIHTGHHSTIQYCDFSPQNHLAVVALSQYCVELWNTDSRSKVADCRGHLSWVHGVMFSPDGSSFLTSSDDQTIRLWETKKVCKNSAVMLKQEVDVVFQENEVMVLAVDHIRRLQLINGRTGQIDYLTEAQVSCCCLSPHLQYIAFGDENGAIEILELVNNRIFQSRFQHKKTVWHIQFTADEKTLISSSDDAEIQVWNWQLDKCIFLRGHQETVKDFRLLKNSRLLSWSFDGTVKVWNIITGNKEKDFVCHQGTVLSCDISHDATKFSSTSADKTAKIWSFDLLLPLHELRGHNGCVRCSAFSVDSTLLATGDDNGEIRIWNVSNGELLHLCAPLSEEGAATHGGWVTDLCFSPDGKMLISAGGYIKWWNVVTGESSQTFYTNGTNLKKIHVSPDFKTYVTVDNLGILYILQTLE
#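 Material: biochemical Apaf-1 apoptosome reconstitution. Medium: Hepes buffer, pH 7.5. Also added: cytochrome c activation, bis-DEVD rhodamine 110 substrate. Timing: 30 min compound preincubation, 50 min activation, room temperature. Measured by: rhodamine 110 fluorescence at Ex 480/Em 540 nm.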
# UBC13 inh – UBC13 polyubiquitin chain formation inhibitors, primary screen, biochemical, TR-FRET, uHTS. Ubiquitin-conjugating enzyme E2 N (Homo sapiens), P61088. AID 485273, 2010. inhibition, % at 20 µM. actives 0.47% (n = 330,000); in the data active means inhibition above about 45%, passing the limit was not always enough; inconclusive means no clear call, values can overlap the other calls
# SENP8 block-2 – SENP8 protease inhibitors, primary screen, biochemical, luminescence | purified SENP8, Z-RLRGG-aminoluciferin cleavage | AID 2540, 2010 | inhibition, % at 10 µM | Sentrin-specific protease 8 (Homo sapiens), Q96LD8 | actives 1.2% (n = 330,000); in the data active means inhibition above about 50%
# SENP6 block – SENP6 protease inhibitors, primary screen, biochemical, luminescence, uHTS | actives 1.8% (n = 330,000) | inhibition, % at 10 µM | Recombinant SENP6 catalytic domain, aminoluciferin luminescence | AID 2599, 2010;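 active means inhibition above about 50% at the single tested dose, limit read from the data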;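 further: plate controls were DMSO wells with enzyme for no effect and DMSO wells lacking enzyme for full effect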
# SENP7 inh – SENP7 protease inhibitors, primary screen, biochemical, luminescence, uHTS; inhibition, % at 5 µM; recombinant SENP7, Z-RLRGG-aminoluciferin luminescence, 40 min; AID 434973, 2010; actives 1.5% (n = 330,000); Sentrin-specific protease 7 (Homo sapiens), Q9BQF6;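 active means inhibition above about 50% at the single test dose, limit read from the data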;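 further: plate controls were DMSO with enzyme for no effect and no enzyme buffer wells for full effect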
# Active calls of the source: *; ? = inconclusive; nt = no result given. No enrichment for hits; 3.6% or so of the library scored in one or more.
SMILES,APOBEC3G inh,SENP8 block-1,SENP1 inh,Apaf-1 inh,UBC13 inh,SENP8 block-2,SENP6 block,SENP7 inh
Cc1ccsc1C(=O)N1CCCC(CO)(Cc2ccccc2F)C1 (stereo unspecified),-5.5,11.9,0.5,12.5,-4.1,-0.2,-4.0,-5.9
CC(Oc1ccccc1)C(=O)Nc1ccc(S(=O)(=O)N2CCOCC2)cc1 (stereo unspecified),1.7,9.3,0.7,-12.9,-5.4,-2.6,-5.9,14.3
O=C(NC1CC1)c1ccc2snnc2c1,-1.1,4.8,-1.1,-5.0,5.2,3.3,6.8,1.1
CC(C)(C)c1ccc(S(=O)(=O)NCc2ccc(C(=O)NCc3ccccn3)cc2)cc1,-1.3,12.3,0.4,2.7,-10.3,-6.1,-21.8,-7.7
Cc1ccc(S(=O)(=O)N2CCN(C(=O)Cc3ccccc3)CC2)cc1C,-5.9,20.8,0.1,-4.8,-2.9,3.7,-3.9,-3.9
CC1CC(C)CN(C(=O)CN2C(=O)NC(C)(C)C2=O)C1 (stereo unspecified),-8.3,14.1,2.8,-1.4,-4.5,8.1,-8.1,-1.5
CCCCc1ccc(NS(=O)(=O)c2cccc(C(=O)N3CCNC(=O)C3)c2)cc1,-9.5,14.1,1.2,15.6,-1.8,-12.0,-15.3,8.9
CCN(CC)c1nc(Oc2ccc(=O)[nH]n2)nc(N2CCOCC2)n1,-7.5,28.0,3.5,-2.6,2.2,-3.7,1.7,-5.6
COc1ccc(C(=O)N2CCN=C2SCc2cccnc2)cc1OC,-4.1,11.3,-7.7,6.9,-5.3,-10.2,-22.1,-3.2
COc1ccc(/C=N\NC(=O)c2ccccc2Cl)cc1COc1c(F)c(F)c(F)c(F)c1F,-7.6,3.3,-0.7,6.5,3.4,-8.0,0.0,-13.2
O=C(NNS(=O)(=O)c1ccc(F)cc1)c1cnccn1,-9.2,13.0,0.4,1.5,-4.6,-3.2,3.3,-4.8
C=C(C)c1cccc(C(C)(C)NC(=O)NCc2cccnc2)c1,-10.6,8.6,-0.2,-23.4,14.3,9.9,1.0,0.8
CCOC(=O)c1ccc(S(=O)(=O)N2CCN(C3CCCC3)CC2)cc1,-4.9,6.3,0.7,-3.5,-1.4,2.1,-9.2,-2.5
Cc1cc(C(=O)N/N=C/c2c(C)nn(-c3ccccc3)c2C)c(C)o1,-10.2,24.8,-0.4,-9.0,-1.2,35.2,50.5*,35.8
COC(=O)[C@H](Cc1ccccc1)NC(=O)O[C@H]1C(=O)c2ccc(OC)cc2O[C@@H]1c1ccc2c(c1)OCO2,4.7,nt,nt,11.7,7.2,0.3,-2.7,-3.5
O=C(CSc1n[nH]c(-c2ccccc2O)n1)N1CCOCC1,-7.0,-3.2,1.4,-0.2,4.7,-12.6,-25.4,-4.4
O=C(CCCN1C(=O)c2ccccc2C1=O)Nc1nc2ccccc2[nH]1,1.1,-0.6,4.9,-6.9,-2.5,-3.3,-6.6,2.1
COCCn1c(SCC(=O)N2CCCC(C)C2)nnc1-c1ccco1 (stereo unspecified),-3.4,8.5,0.3,5.3,0.9,2.2,3.4,-0.2
CCCCCNC(=O)c1ccc2c(c1)ncn2-c1ccc(OC)cc1,-9.8,29.9,1.2,4.7,10.0,4.0,13.1,1.1
CCN(CC)S(=O)(=O)c1ccc(NC(=O)C2CCCN(C(=O)c3ccc(Cl)cc3)C2)cc1 (stereo unspecified),-10.5,9.2,0.3,8.1,8.0,-3.8,-1.5,6.7
O=C(CSc1nnc(-c2ccco2)n1CC1CCCO1)NC1CCCC1 (stereo unspecified),-3.1,14.1,1.9,-14.2,-5.0,5.2,1.1,13.6
C=CC[C@H](CC(=O)N(CCO)Cc1ccccc1)C(=O)N[C@@H](COC(=O)[C@@H](CC=C)Cc1ccc(F)cc1)Cc1ccccc1,-5.7,20.9,1.0,24.7,3.4,5.1,10.2,-0.8
CCc1ccc(C2=NNC(=Nc3c(C)n(C)n(-c4ccccc4)c3=O)SC2)cc1,-7.3,6.8,1.5,3.2,0.9,13.1,-3.7,10.1
COc1ccc(CCC(=O)NCCNC(=O)CCc2ccc(OC)cc2)cc1,-8.2,3.8,1.1,-4.1,6.5,-6.5,-14.9,-7.5
O=C(CSCc1ccccc1)Nc1ccc(F)cc1F,-4.9,2.6,-0.8,-6.5,-2.3,2.9,7.2,-1.9
N#Cc1ccccc1CN1C(=O)NC2(CCCCCC2)C1=O,-9.6,14.3,3.7,2.4,3.7,10.0,9.2,2.8
COc1ccccc1NC(=O)CSc1nnc(COc2ccccc2C)o1,12.0,3.4,1.2,21.1,1.7,-9.2,-3.6,-11.1
CCOc1ccc(OCC)c(C2C(C#N)=C(N)N(c3cccnc3)C3=C2C(=O)CC(C)(C)C3)c1 (stereo unspecified),-6.0,-8.7,-1.9,9.7,2.9,1.5,2.4,5.9
Cc1csc2ncnc(N3CCN(C(=S)Nc4ccc(F)cc4F)CC3)c12,-6.4,-3.2,2.7,-17.1,9.3,-2.8,-4.1,-4.4
CCc1nnc(NC(=O)C2CCCN(C(=O)c3ccc(Cl)cc3)C2)s1 (stereo unspecified),-5.2,2.7,2.9,-3.8,11.3,7.8,13.3,-5.8
CCOC(=O)N1CCN(C(=O)c2cccc(F)c2)CC1,-2.6,6.1,-0.3,-17.9,10.9,3.2,14.0,1.0
Cc1ccc2nc3c(c(N)c2c1)CCN3c1ccccc1,-3.3,-317.9,13.2,17.4,?,-6.7,3.6,2.9
COC(=O)c1ccc(CN2CCC(CO)(Cc3ccccc3Cl)CC2)cc1,-8.8,9.9,-0.3,9.4,6.0,4.0,7.9,-2.4
CCCCn1nc(CC(=O)NCCN(CC)CC)c2ccccc2c1=O,0.5,17.3,-2.3,-4.7,5.9,-3.1,-20.2,5.5
O=C(NCc1cccc(F)c1)C1CCC(=O)N(CCc2cccc(F)c2)C1 (stereo unspecified),-1.8,14.9,0.2,4.8,-1.8,0.8,5.0,-6.0
COc1cc(OC)c(NS(=O)(=O)c2cccc(C(=O)OCC(=O)NCC3CCCO3)c2)cc1Cl (stereo unspecified),-1.2,9.8,-1.1,-12.6,1.3,-1.2,14.8,-2.3
C=CCn1c(C)cc(C(=O)CN2C(=O)c3ccccc3C2=O)c1C,-2.0,1.8,1.2,-9.8,8.1,2.4,-8.0,1.3
O=C(NCCNC(=O)c1ccccc1F)c1ccco1,-4.1,10.1,3.2,1.6,-0.7,-8.4,-6.9,-3.3
O=C(C[n+]1cc(-c2ccccc2)n2c1CCC2)N1c2ccccc2Sc2ccccc21,-6.9,17.4,1.9,-5.4,8.4,5.4,-6.6,3.0
CC(=O)Nc1cccc(C(=O)/C=C/c2ccco2)c1,-3.2,-0.8,3.2,-2.6,-13.0,-12.1,4.6,0.1
Cc1cccc(NC(=O)C2CCN(C(=O)N3CCOc4ccccc43)CC2)c1C,-8.8,14.2,1.0,-1.3,-5.4,-13.6,-15.9,10.4
Cc1ccccc1S(=O)(=O)Cc1ccc(C(=O)NCc2ccco2)o1,-6.0,-1.5,2.4,-6.5,3.5,-5.4,5.0,7.3
CCOC(=O)N1CCN(C(=S)NC(C)(C)C)CC1,-13.1,13.8,0.5,-7.4,-3.2,-3.4,-10.3,-1.5
CCOc1cccc(C(=O)NC(=S)NCc2cccnc2)c1,-4.1,15.7,3.8,0.1,3.6,-3.1,-3.0,0.5
COc1cc(OC)c(C2CC(=O)N3CN(c4ccc(C)cc4)CSC3=C2C#N)cc1OC (stereo unspecified),38.9,-12.8,-82.4,25.7,-29.3,6.0,4.5,7.3
CCOc1ccc(C2NC(=O)NC(C)=C2C(=O)OCc2ccccc2)cc1 (stereo unspecified),-5.8,22.6,2.0,2.5,8.3,-1.9,-12.2,-2.3
COc1ccc(OCCSc2nnc(-c3ccoc3C)n2C)cc1,-8.2,16.9,-0.7,-18.9,4.1,-3.9,2.3,-1.5
O=C1CC(N2CCC(O)CC2)C(=O)N1c1ccc(Br)cc1 (stereo unspecified),-0.3,22.4,2.1,-3.9,0.7,6.3,-7.2,-2.9
Cn1c(=NC(=O)C2CC2)sc2cccc(F)c21,3.4,2.2,4.0,6.2,8.7,-3.1,6.5,6.1
Cc1cccc(NC(=O)CNC(=O)c2sc3ccccc3c2Cl)n1,-8.3,-8.8,-7.5,4.8,4.8,4.0,-4.1,-9.9

# Whole records as entered above. Order of screens: APOBEC3G inh, SENP8 block-1, SENP1 inh, Apaf-1 inh, UBC13 inh, SENP8 block-2, SENP6 block, SENP7 inh
# `CCOc1cccc(C(=O)NC(=S)NCc2cccnc2)c1` reads -4.1, 15.7, 3.8, 0.1, 3.6, -3.1, -3.0, 0.5
# `Cn1c(=NC(=O)C2CC2)sc2cccc(F)c21` reads 3.4, 2.2, 4.0, 6.2, 8.7, -3.1, 6.5, 6.1
# `COc1ccc(OCCSc2nnc(-c3ccoc3C)n2C)cc1` reads -8.2, 16.9, -0.7, -18.9, 4.1, -3.9, 2.3, -1.5
# `Cc1cccc(NC(=O)CNC(=O)c2sc3ccccc3c2Cl)n1` reads -8.3, -8.8, -7.5, 4.8, 4.8, 4.0, -4.1, -9.9
# `COc1cc(OC)c(C2CC(=O)N3CN(c4ccc(C)cc4)CSC3=C2C#N)cc1OC` (stereo unspecified) reads 38.9, -12.8, -82.4, 25.7, -29.3, 6.0, 4.5, 7.3

# Next section
SMILES,APOBEC3G inh,SENP8 block-1,SENP1 inh,Apaf-1 inh,UBC13 inh,SENP8 block-2,SENP6 block,SENP7 inh
COc1cccc(/C=C(/C(=O)OCC(N)=O)c2ccccc2)c1,3.6,2.5,2.2,3.2,-8.4,-8.4,-19.4,2.4
O=C(CN1c2cccc3cccc(c23)S1(=O)=O)Nc1ccc(F)c(F)c1F,1.9,-492.6,-1.4,7.7,1.1,-2.9,5.4,5.0
C=CCN(C(=O)Nc1ccc2c(c1)nc(C)n2C)c1ccccc1,-6.4,4.3,2.2,-25.1,20.2,0.3,-8.5,5.7
c1ccc(CSc2snnc2-c2ccccc2)cc1,-6.4,8.4,1.2,-0.5,9.9,-6.0,3.2,2.2
COc1ccc(OCc2ccc(-c3nc4ccccc4c(=O)n3N)o2)cc1,-6.2,-0.7,-18.0,5.9,9.0,-10.8,1.2,6.0
Cc1ccccc1NC(=O)c1ccno1,1.2,0.3,7.4,6.0,0.6,-4.2,-1.7,2.9
COc1ccc(NC2=C(C)C(=O)CC2)cc1,-3.6,10.7,1.6,11.4,-10.0,-6.6,-8.7,-6.6
Cc1c(C(=O)N2CC3(CC(c4cccc(NC(=O)CC(c5ccccc5)c5ccccc5)c4)=NO3)C[C@@H]2C(N)=O)cc([N+](=O)[O-])cc1[N+](=O)[O-] (stereo partly specified),-1.3,12.0,-1.2,17.5,-25.6,-1.5,2.6,-6.1
CCOc1ccccc1Oc1cn[nH]c1-c1ccc(O)cc1O,-10.5,11.5,2.7,1.3,20.3,-2.0,-4.5,7.5
O=[N+]([O-])c1cc2c(cc1/C=N/NS(=O)(=O)c1ccc(Br)cc1)OCO2,3.5,-16.5,-3.0,24.5,-12.7,1.2,19.8,0.6
